Screens (PubChem BioAssay)
ATG4B inh: ATG4B protease inhibitors, primary screen, biochemical, fluorescence, uHTS; ATG4B cleavage of LC3-PLA2, NBD-HPC fluorescence, 1 h; inhibition, % at 8.33 µM; hit rate 0.51% among 340,000; in the data active means inhibition above about 40%
UBC13 inh: UBC13 polyubiquitin chain formation inhibitors, primary screen, biochemical, TR-FRET, uHTS; Ubiquitin-conjugating enzyme E2 N (Homo sapiens), P61088; inhibition, % at 20 µM; hit rate 0.47% among 330,000; in the data active means inhibition above about 45%, passing the limit was not always enough
Target sequence (P61088 whole entry, looked up): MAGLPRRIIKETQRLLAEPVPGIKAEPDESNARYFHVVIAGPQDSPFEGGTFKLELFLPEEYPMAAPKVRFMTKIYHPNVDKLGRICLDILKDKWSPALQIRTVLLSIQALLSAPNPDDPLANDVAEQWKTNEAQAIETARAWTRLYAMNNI
APJ agonist: agonists of human apelin receptor APJ, primary screen, CHO-K1 cells, PathHunter beta-arrestin, luminescence; P35414; 0% DMSO wells, 100% apelin; activation, % at 20 µM; hit rate 0.11% among 330,000;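 active means activation more than six SD over the plate average, tested at 20 µM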;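 further: 0% = DMSO alone and 100% = apelin-13 at 10 nM; some results filed as inactive read as strong as hits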
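Test system: CHO-K1 APJ beta-arrestin complementation cell line | Compound: Single test compound dose, 20 µM final, 1% DMSO | Incubation: Compound 90 min 25 °C, reagent 1 h | Measured by: beta-gal luminescence | Read-out basis: APJ–arrestin association signal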
EBI2 block: EBI2 receptor antagonists, beta-arrestin recruitment, primary screen, cell-based, luminescence, 7a,25-OHC stimulation, uHTS; G-protein coupled receptor 183 (Homo sapiens), P32249; 7a,25-OHC stimulated; inhibition, % at 5 µM; hit rate 0.81% among 360,000; in the data active means inhibition above about 38%;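 further: enzyme fragment complementation signal reports receptor beta-arrestin coupling in cells; 0% = agonist plus DMSO wells and 100% = wells without agonist; some results beyond the cut were filed as inactive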
Target sequence (P32249 whole entry, looked up, the tested form may be a part): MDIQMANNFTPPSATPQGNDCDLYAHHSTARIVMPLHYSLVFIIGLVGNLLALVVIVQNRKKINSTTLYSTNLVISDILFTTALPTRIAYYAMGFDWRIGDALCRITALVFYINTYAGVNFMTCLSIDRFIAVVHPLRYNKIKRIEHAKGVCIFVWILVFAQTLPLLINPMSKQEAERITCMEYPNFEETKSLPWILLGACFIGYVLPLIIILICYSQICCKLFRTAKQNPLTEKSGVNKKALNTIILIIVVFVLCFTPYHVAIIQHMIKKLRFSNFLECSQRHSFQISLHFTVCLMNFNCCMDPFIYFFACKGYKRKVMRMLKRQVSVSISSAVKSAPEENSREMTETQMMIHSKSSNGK
CCR6 antagonist: CCR6 receptor antagonists, primary screen, cell-based, CHO-K1, luminescence, beta-arrestin, uHTS; hit rate 0.49% among 340,000; AID 493098, 2011; inhibition, % at 20 µM; CHO-K1 CCR6 PathHunter beta-arrestin, CCL20-stimulated;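 active means compounds whose inhibition of the agonist-driven luminescence signal at 20 µM reaches about 50%, limit read from the data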;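 further: cells stimulated with CCL20 at 14 nM final; plate controls were DMSO with CCL20 for no effect and DMSO without agonist for full effect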
Target sequence (P51684 whole entry, looked up): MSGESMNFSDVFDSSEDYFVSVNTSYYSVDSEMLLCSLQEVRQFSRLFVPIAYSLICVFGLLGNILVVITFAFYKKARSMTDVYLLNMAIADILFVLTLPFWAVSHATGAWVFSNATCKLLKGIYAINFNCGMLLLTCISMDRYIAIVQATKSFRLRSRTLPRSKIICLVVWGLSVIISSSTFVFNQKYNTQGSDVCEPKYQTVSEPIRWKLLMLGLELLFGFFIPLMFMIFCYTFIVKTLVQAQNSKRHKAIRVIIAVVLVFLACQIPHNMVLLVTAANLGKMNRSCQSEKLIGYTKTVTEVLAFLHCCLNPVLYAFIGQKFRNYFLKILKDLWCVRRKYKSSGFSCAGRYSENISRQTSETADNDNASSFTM
APJ antagonist: antagonists of human apelin receptor APJ, primary screen, CHO-K1 cells, beta-arrestin complementation, luminescence; inhibition, % at 20 µM; hit rate 0.32% among 330,000; AID 2521, 2010;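 active means inhibition above about 40% at 20 µM, limit read from the data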;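 further: cells challenged with 10 nM apelin-13 agonist together with compound; plate controls were apelin-13 plus DMSO wells for no effect and DMSO wells lacking apelin-13 for full effect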
CXCR6 inh: CXCR6 receptor inhibitors, primary screen, cell-based, beta-arrestin, luminescence, CHO-K1 PathHunter, 1536-well | C-X-C chemokine receptor type 6 (Homo sapiens), O00574 | inhibition, % at 20 µM | hit rate 0.36% among 360,000 | AID 602244, 2012; in the data active means inhibition above about 34%, passing the limit was not always enough;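 further: antagonist mode with CXCL16 agonist at 10 nM final; 0% = 10 nM CXCL16 with DMSO and 100% = unstimulated wells without agonist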
Gli-Sufu antag: Gli-Sufu pathway antagonists, primary screen, luciferase luminescence, Sufu-KO-LIGHT cells, uHTS. Sufu-KO-LIGHT fibroblasts, Gli luciferase reporter luminescence. inhibition, % at 5 µM. hit rate 0.74% among 340,000;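 active means inhibition above about 55%, limit read from the data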;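 further: 0% = DMSO-treated cells and 100% = wells with medium but no cells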
* marks the source's active call; other numbers are inactive results; . = no result given.

SMILES	ATG4B inh	UBC13 inh	APJ agonist	EBI2 block	CCR6 antagonist	APJ antagonist	CXCR6 inh	Gli-Sufu antag
c1coc(CSc2ncnc3c2oc2ccccc23)c1	5	-13	0	-2	12	-3	10	-5
COC(=O)COc1ccc(/C=N/NC(=O)CN(c2ccccc2OC)S(=O)(=O)c2ccccc2)cc1	-5	3	3	3	1	-12	9	-11
NC(=O)c1ccc(-c2ncc(-c3ccccc3)o2)cc1	16	13	-1	-4	-10	9	-12	-96
O=S(=O)(NC1CCN(Cc2ccccc2)CC1)c1cccc2cccnc12	-6	-8	0	8	13	5	2	2
COc1ccc(NC(=O)COc2nc3ccccc3nc2N2CCOCC2)c(OC)c1	4	4	-3	-1	10	11	-2	0
CC(C)(C)c1ccc(COn2c(=O)c(-c3ccco3)[n+]([O-])c3ccccc32)cc1	-2	-20	-1	-7	-16	-16	2	6
Cc1csc(CNc2ncnc3ccc(-c4ccccc4Cl)cc23)c1	27	4	-2	0	-2	12	-1	25
O=C1CCCN1CCCNCC(O)c1ccccc1 (centres undefined)	6	0	-4	-4	2	13	8	0
CCN1C(=O)[C@H]2[C@@H](c3ccc(C)cc3)N3C(=O)N(c4cccc(Br)c4)C(=O)[C@@]3(C)[C@H]2C1=O	-17	.	.	-17	-5	.	8	5
O=S(=O)(c1ccc(F)cc1)N1CCN=C1SCc1cccc(F)c1	4	0	-2	0	16	9	6	10
CCOC(=O)c1ccccc1NC1c2ccccc2C(=O)N1c1ccc(C)cn1 (centres undefined)	-2	8	-4	18	28	10	17	-22
Cc1ccc(Sc2cc(N3CCOCC3)nc(-c3ccccc3)n2)cc1	6	-2	-2	-8	16	-11	1	-3
C/C(=N\NC(=O)COc1ccc(C(C)(C)C)cc1)c1ccc(N2CCOCC2)cc1	-9	-7	-4	-3	-1	-14	-4	-1
CC(=O)c1cccc(N2C(=O)CC(N3CCN(S(=O)(=O)c4ccc(Cl)cc4)CC3)C2=O)c1 (centres undefined)	4	2	-1	8	4	0	2	-6
CN(C)S(=O)(=O)c1cccc(NC(=O)COC(=O)C2(c3ccccc3F)CCCC2)c1	-6	7	1	-2	12	-10	-18	7
COc1ccc(Cl)cc1NC(=O)CN1CCN(Cc2ccccc2)CC1	-2	13	-3	-8	-7	9	1	9
CCOc1c(Br)cc(/C=N\NC(=O)c2ccccc2)cc1OC	-4	-6	2	8	13	-20	-7	-9
CCOC(=O)N1CCN(C(=O)c2ccccc2SCC(=O)NCC2CCCCC2)CC1	-8	8	-4	4	8	-54	4	9
CC(C)N(C(=O)COC(=O)c1cccc(S(=O)(=O)N2CC3(C)CC2CC(C)(C)C3)c1)C(C)C (centres undefined)	4	-6	-2	14	6	27	4	8
Cc1ccc(C)c(S(=O)(=O)Nc2ccc(O)c(Sc3ncn[nH]3)c2)c1	-4	3	2	-2	5	-26	-6	5
Cc1ccc(Cn2nnc3c(=O)[nH]c(C4CCN(S(=O)(=O)c5ccccc5)CC4)nc32)cc1	-12	-7	-6	-11	6	-1	0	-1
CSc1ccccc1NC(=O)CN(C)CC(=O)Nc1cc(C)ccc1C	-5	11	-2	2	7	-5	-6	2
CC(Oc1ccc(Cl)cc1)C(=O)Nc1ccc(S(=O)(=O)N2CCOCC2)cc1 (centres undefined)	-7	6	1	4	11	-1	-1	-2
COc1ccccc1/C=N/NC(=O)c1nnn(-c2nonc2N)c1CSC1=NCCS1	0	3	-3	7	9	14	4	-2
COc1ccc(OC)c(C(C(=O)NCc2ccco2)N(C(=O)Cn2nnc3ccccc32)C(C)C)c1 (centres undefined)	2	0	1	13	0	17	-4	-3
Clc1ss/c(=N\c2ccccn2)c1Cl	-9	1	-5	-9	2	-13	16	10
CCCc1nnc(NS(=O)(=O)c2ccc(C)cc2)o1	-2	.	.	-1	10	.	-4	7
CCOc1ccc(NC(=O)c2ccc(NS(=O)(=O)c3cccs3)cc2)cc1	-6	-3	-3	13	2	-6	4	19
O=c1[nH]c(NCc2ccccc2)nc2c1CCC2	-8	1	3	-5	9	15	4	4
CC(C)CNC(C(=O)Nc1ccc([N+](=O)[O-])cc1Br)c1ccccc1 (centres undefined)	3	-13	-2	15	24	12	-2	25
O=C(CSc1nc2ncccc2[nH]1)c1ccc(F)cc1	-8	-10	1	-3	10	10	4	-17
CCc1nnc(NC(=O)CN2CCN(S(C)(=O)=O)CC2)s1	1	0	-2	4	-1	13	3	3
CCOc1ccc(C2Nc3ccccc3C(CC)(CC)O2)cc1 (centres undefined)	2	11	-4	5	6	8	6	-4
O=C(O)CSc1nc2ccccc2n1-c1ccccc1	5	-8	-2	-3	12	0	-2	2
Cn1c(=O)cc(Nc2ccccc2)c2c(=O)n(-c3ccccc3)c(=O)n(-c3ccccc3)c21	-18	-1	0	14	18	14	19	12
CC(C)c1nc(CNC(=O)CC2C(=O)NCCN2Cc2cccc(F)c2F)cs1 (centres undefined)	-5	3	1	-5	-3	4	7	0
CS(=O)(=O)c1ccc(Cl)c(C(=O)NCC2CCCCC2)c1	-4	2	-4	-2	10	-4	2	8
CCCN(CC(=O)Nc1c(C)cccc1CC)C(=O)SCC	13	1	1	2	4	14	4	1
O=c1c2ccccc2nc(/C=C/c2cccc([N+](=O)[O-])c2)n1CCO	-5	0	-5	12	11	1	-6	19
CCCC(=O)Nc1ccc(C(=O)COC(=O)C2CC2C)cc1 (centres undefined)	4	-5	-3	9	8	1	5	-12
O=C1CN(C(=O)c2ccccc2F)C(c2ccc(F)cc2)c2cc(F)ccc2N1 (centres undefined)	-4	3	0	-8	6	0	-11	-12
CCCC(c1nnnn1CCOC)N1CCN(c2nc3ccccc3s2)CC1 (centres undefined)	-7	-1	-1	9	-2	-3	0	9
O=P(c1ccccc1)(c1ccccc1)c1ccc(O)cc1	-2	4	-4	12	7	24	8	-5
COc1ccc(CSc2nnnn2-c2ccc(O)cc2)cc1F	-8	3	-1	-2	1	1	0	3
Cc1cc(C)c2c3c(sc2n1)C1(CCSCC1)C(C#N)=C(N)O3	-9	-1	7	14	-27	-4	-7	-3
COc1ccc(C(=O)OCC(=O)NC2CCCC2)c(OC)c1OC	2	-2	-1	-12	-4	11	-2	23
O=C(NNS(=O)(=O)c1ccc(F)cc1)c1ccc([N+](=O)[O-])cc1Cl	-3	-7	4	-8	-15	1	-12	38
COc1ccc(N2C(=O)CCC(C(=O)NCc3cccnc3)C2c2ccc(OC)c(OC)c2)cc1 (centres undefined)	-10	2	-5	-13	2	9	6	-4
CCc1nnc(NS(=O)(=O)c2ccc(NC(=O)/C=C/c3ccc(OC)cc3OC)cc2)s1	8	-15	-2	-4	0	-1	2	-5
Cc1cccc(CCNC(=O)CC2C(=O)NCCN2Cc2ccc(F)c(F)c2)n1 (centres undefined)	-26	6	0	-7	-2	2	-6	-9
CCOC(=O)c1nnsc1N	8	0	1	0	-5	6	4	3
CC(=O)Nc1ccc(/C=N/NS(=O)(=O)c2cc(C)ccc2C)cc1	-3	-19	-7	-2	8	5	-4	-3
CN(C)c1oc(-c2ccc(OCc3ccc(Cl)cc3)cc2)nc1C#N	-3	26	-1	-5	10	-8	9	7
CC(=O)c1c(C)[nH]c(C(=O)NCc2ccccc2)c1C	-4	-3	-1	-3	1	-17	-4	4
COc1ccc(S(=O)(=O)Nc2nc3ccccc3s2)cc1OC	-7	2	0	-1	1	6	9	4
CCN(C(=O)c1cccc(S(=O)(=O)N(C)C)c1)C12CC3CC(CC(C3)C1)C2	-3	-2	-1	7	14	12	-6	10
N#Cc1ccc(CSc2nnc(-c3ccccn3)n2-c2ccc(Cl)cc2)cc1	11	-4	-2	11	17	9	4	-2
CCOC(=O)CSc1nc(=O)n2cc(C)ccc2n1	6	-1	-1	1	-4	4	-2	-1
CCNc1ccc(C(=O)O)cc1N	-8	-3	2	-4	-10	-3	-16	1
COc1cc(/C=C/CNC[C@H]2O[C@@H](n3ccc(=O)[nH]c3=O)[C@H](O)[C@@H]2O)ccc1O	-1	.	.	-5	-3	.	-1	3
More compounds:
SMILES	ATG4B inh	UBC13 inh	APJ agonist	EBI2 block	CCR6 antagonist	APJ antagonist	CXCR6 inh	Gli-Sufu antag
CCOC(=O)N1CCc2c(sc3c2c(=O)n(Cc2ccccc2)c(=O)n3Cc2ccccc2F)C1	-12	0	-4	16	23	26	15	8
COc1ccccc1-c1cc(C(F)(F)F)nc(N2CCCC2)n1	8	43	-3	1	21	6	-1	7
CC1CC(C)CN(C(=O)c2cc3ccccc3o2)C1 (centres undefined)	14	1	-5	10	18	8	7	-30
CN(C)c1ccc(/C=C/c2nc3ccccc3c(=O)[nH]2)cc1	-6	-19	-3	4	-2	11	4	-106
CN(C)S(=O)(=O)c1ccc(N=Cc2c(C(F)(F)F)[nH]n(C)c2=O)cc1	-10	5	-2	-5	8	9	6	2
O=C(Nc1ccccc1)c1ccc2snnc2c1	9	-1	-2	1	8	-2	-5	-38
COCCCN(C(=O)C(C)Oc1ccc(Br)cc1)c1c(N)n(Cc2ccccc2)c(=O)[nH]c1=O (centres undefined)	-3	4	-5	1	18	16	6	-2
O=C(CSc1nnc(NC(=O)C2CC2)s1)NCc1ccc(F)cc1	12	-4	4	9	3	4	-5	-5
CCOC(=O)N1CCN(C(=O)C2CCN(c3ncnc4c3sc3cccc(F)c34)CC2)CC1	-7	3	8	-5	-1	6	-13	3
CC1(C)Oc2ccc(C(=O)N3CCOCC3)cc2N(CC(=O)N2CCOCC2)C1=O	-8	5	-1	-2	2	37	-4	16
COc1ccc(C(=O)N2CCc3ccccc32)cc1S(=O)(=O)N1CCOCC1	-10	6	-2	4	-24	-6	7	33
CN(c1ccccc1)C(c1ccc(F)cc1)c1nnnn1C1CCCC1 (centres undefined)	0	-5	0	18	-12	4	10	7
Cc1cc2c(Nc3ccc(O)cc3)ncnc2s1	-8	9	3	-6	1	0	-6	0
Cc1ccc(NC(=O)C2CCN(c3ncnc4sc(C)c(C)c34)CC2)cc1S(=O)(=O)N(C)C	-4	4	0	18	13	8	-3	40
CC1(C)CC(=O)c2sc(NS(=O)(=O)c3ccc([N+](=O)[O-])cc3)nc2C1	1	-9	11	-22	10	-74	1	12
O=S(=O)(c1cccc2nsnc12)N1CCN(c2ccccc2F)CC1	13	4	-2	-6	-4	2	2	1
COc1cc(CCC(=O)OCC(=O)N(CC(C)C)C2CCS(=O)(=O)C2)cc(OC)c1OC (centres undefined)	-18	-7	-4	4	2	21	10	-2
CCOC(=O)[C@H]1[C@H]2COc3ccc(C)cc3[C@@H]2N2C(=O)CN(CC3CCCO3)C(=O)[C@@]12C (some centres undefined)	-5	4	-4	-8	6	0	-10	-3
